LAP4 TOR yeast: modulators of TOR pathway LAP4-GFP in S. cerevisiae; GFP response vs DMSO, % at 10 µM; 320,000 tested, 0.34% active; S. cerevisiae LAP4-GFP multiplex, flow cytometry GFP, 3 h; median GFP as percent of DMSO wells;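 active = GFP response vs DMSO above a set limit, about the screen mean plus 3 SD, cut at about 150% in these data; inconclusive = under 70 cell events counted for the yeast strain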
MEP2 TOR yeast: yeast TOR pathway MEP2-GFP modulation | S. cerevisiae MEP2-GFP strain, flow cytometry GFP, 3 h; 100% = DMSO control level | GFP response vs DMSO, % at 10 µM | 330,000 tested, 0.51% active;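 active = GFP response versus DMSO above a set limit, roughly screen mean plus 3 SD, cut at about 180% in these data; inconclusive = fewer than 70 cells counted for a yeast strain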;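 note: median GFP fluorescence of the barcode-gated MEP2-GFP cells per well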
CIT2-GFP yeast: modulators of TOR pathway CIT2-GFP in S. cerevisiae; S. cerevisiae CIT2-GFP strain, flow cytometry, 3 h; 100 means same as DMSO wells; GFP response vs DMSO, % at 10 µM; 320,000 tested, 0.065% active; AID 2029;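 active = GFP response relative to DMSO above a set limit, near the screen mean plus 3 SD, cut at about 150% in these data; inconclusive = Fewer than 70 cells measured for a yeast strain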;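 note: ratio of well median GFP fluorescence to mean of DMSO wells on the plate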
JMJD2C inh: human JMJD2C demethylase inhibition; Q9H3R0; GST-JMJD2C(1-420) H3K9me3 demethylation, DELFIA europium; inhibition, % at 2.35 µM; 330,000 tested, 0.069% active;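 active = more than half of a compound's replicate wells show inhibition beyond 50%, single wells judged on their own value; inconclusive = some, but no more than half, of replicates pass 50% inhibition; inactive = no replicate passes 50% inhibition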;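 note: signal counts dimethyl H3K9 product captured on neutravidin plate; 0% = median of DMSO wells and 100% = 0.3 times that DMSO median; strong numbers were not always called active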
AGP1 TOR yeast: alters AGP1-GFP fluorescence in TOR pathway yeast screen | S. cerevisiae AGP1-GFP multiplex flow cytometry, 3 h; GFP as percent of DMSO wells | AID 2066 | 320,000 tested, 0.02% active | GFP response vs DMSO, % at 10 µM;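 active = GFP response relative to DMSO above a set limit, near screen average plus 3 SD, cut at about 150% in these data; inconclusive = fewer than 70 cells counted for the yeast strain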;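 note: median GFP channel fluorescence of the gated AGP1 strain per well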
VLA-4 inh: inhibition in a human VLA-4 binding assay; P13612; VLA-4 expressing cells, ligand binding flow cytometry; inhibition, % (about 7 µM as worked out from the volumes in the protocol); 330,000 tested, 0.2% active; AID 2557; in the data active = inhibition above about 50%
GRK2 inh: human GRK2 inhibition via aptamer displacement; bead flow cytometry, FAM-aptamer displacement from GRK2; inhibition of aptamer binding, % at 10 µM; 330,000 tested, 0.59% active;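 active = inhibition of aptamer binding above 40%, roughly 3 SD of noise, on plates passing a quality check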;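 note: median bead fluorescence of bound FAM aptamer so fluorescent compounds give negative values; no value below 0 was filed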
Target sequence (P25098 whole entry, looked up): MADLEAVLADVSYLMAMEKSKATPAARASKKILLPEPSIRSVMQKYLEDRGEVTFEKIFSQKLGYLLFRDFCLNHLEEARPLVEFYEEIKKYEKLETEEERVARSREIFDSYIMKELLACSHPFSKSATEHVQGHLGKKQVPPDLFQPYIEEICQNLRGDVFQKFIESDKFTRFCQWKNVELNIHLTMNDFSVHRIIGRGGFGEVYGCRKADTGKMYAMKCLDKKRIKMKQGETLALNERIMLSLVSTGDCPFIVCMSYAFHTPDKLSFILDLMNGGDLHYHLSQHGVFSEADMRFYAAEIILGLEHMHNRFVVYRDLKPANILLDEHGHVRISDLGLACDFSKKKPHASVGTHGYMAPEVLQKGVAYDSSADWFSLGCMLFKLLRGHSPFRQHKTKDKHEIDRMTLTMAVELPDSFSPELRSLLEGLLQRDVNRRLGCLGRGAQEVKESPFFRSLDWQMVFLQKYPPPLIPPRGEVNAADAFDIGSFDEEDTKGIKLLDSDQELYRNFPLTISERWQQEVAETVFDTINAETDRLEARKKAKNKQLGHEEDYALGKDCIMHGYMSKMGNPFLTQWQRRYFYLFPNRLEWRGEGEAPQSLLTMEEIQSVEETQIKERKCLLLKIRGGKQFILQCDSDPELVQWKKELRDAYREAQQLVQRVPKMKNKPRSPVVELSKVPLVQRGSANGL
RPL19A-GFP yeast: alters RPL19A-GFP fluorescence in TOR pathway yeast screen. percent response vs DMSO, % at 10 µM. AID 2025. S. cerevisiae RPL19A-GFP strain, flow cytometry, 3 h; hits give low values. 330,000 tested, 0.3% active;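 active = percent response vs DMSO below 50%; inconclusive = fewer than 70 events counted for the yeast strain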;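 note: median channel GFP fluorescence of the barcoded RPL19A-GFP strain; ratio of sample median GFP to plate DMSO average so 100% = DMSO; lower means less RPL19A-GFP as with rapamycin TOR inhibition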
An asterisk follows results filed as active; & = joins results of further samples; [ ] = remark or other dose.

How did CCN(CC)C(=O)c1cn(C)c(=O)c2cc(OC)c(OC)cc12 do in these assays?
LAP4 TOR yeast: 98; MEP2 TOR yeast: 95; CIT2-GFP yeast: 94; JMJD2C inh: -29; AGP1 TOR yeast: 94; VLA-4 inh: 5; GRK2 inh: 0; RPL19A-GFP yeast: 93

How did CCOC(=O)C1=C(C)N(CCCC(=O)O)C(=O)NC1C(CC)CC (stereo unspecified) do in these assays?
LAP4 TOR yeast: 93; MEP2 TOR yeast: 98; CIT2-GFP yeast: 100; JMJD2C inh: 12; AGP1 TOR yeast: 99; VLA-4 inh: -3; GRK2 inh: 1; RPL19A-GFP yeast: 98

How did C/C(=N\NC(=O)CCC(=O)Nc1ccc(C)c(C)c1)c1cccs1 do in these assays?
LAP4 TOR yeast: 106; MEP2 TOR yeast: 100; CIT2-GFP yeast: 94; JMJD2C inh: -11; AGP1 TOR yeast: 93; VLA-4 inh: 10; GRK2 inh: 0; RPL19A-GFP yeast: 95

Results for O=C(NCC1CCCN1S(=O)(=O)c1cccs1)c1ccc(F)cc1 (stereo unspecified) ?
LAP4 TOR yeast: 107; MEP2 TOR yeast: 93; CIT2-GFP yeast: 92; JMJD2C inh: 6; AGP1 TOR yeast: 107; VLA-4 inh: 2; GRK2 inh: 2; RPL19A-GFP yeast: 98

Results for CCCCc1nc(NCCNC(=O)c2ccccc2)c(C#N)c2c1CSC(C)(C)C2 ?
LAP4 TOR yeast: 89; MEP2 TOR yeast: 91; CIT2-GFP yeast: 84; JMJD2C inh: -10; AGP1 TOR yeast: 95; VLA-4 inh: 3; GRK2 inh: 1; RPL19A-GFP yeast: 95

What do the screens show for `Cc1c(NC=C(C#N)C#N)c(=O)n(-c2ccccc2)n1C`?
LAP4 TOR yeast: 103; MEP2 TOR yeast: 107; CIT2-GFP yeast: 105; JMJD2C inh: 0; AGP1 TOR yeast: 104; VLA-4 inh: 3; GRK2 inh: 1; RPL19A-GFP yeast: 103

What do the screens show for `Cc1ccc(S(=O)(=O)N2CCCCC2CCNC(=O)C(=O)NCc2ccncc2)cc1` (stereo unspecified)?
LAP4 TOR yeast: 115; MEP2 TOR yeast: 107; CIT2-GFP yeast: 120; JMJD2C inh: -26; AGP1 TOR yeast: 118; VLA-4 inh: -9; GRK2 inh: 0; RPL19A-GFP yeast: 103

Results for CN(Cc1ccccc1)C(=O)c1nc[nH]c1C(=O)N(C)Cc1ccccc1 ?
LAP4 TOR yeast: 110; MEP2 TOR yeast: 98; CIT2-GFP yeast: 107; JMJD2C inh: 7; AGP1 TOR yeast: 107; VLA-4 inh: 17; GRK2 inh: 5; RPL19A-GFP yeast: 101

What do the screens show for `CN(CC(=O)Nc1n[nH]c(=S)s1)S(=O)(=O)c1cccc2cccnc12`?
LAP4 TOR yeast: 89; MEP2 TOR yeast: 107; CIT2-GFP yeast: 98; JMJD2C inh: -1; AGP1 TOR yeast: 97; VLA-4 inh: 10; GRK2 inh: 4; RPL19A-GFP yeast: 106

How did CC(C)[C@H](NC(N)=O)C(=O)NNC(=O)COc1cccc(C(F)(F)F)c1 do in these assays?
LAP4 TOR yeast: 104; MEP2 TOR yeast: 99; CIT2-GFP yeast: 101; JMJD2C inh: -1; AGP1 TOR yeast: 102; VLA-4 inh: 2; GRK2 inh: 1; RPL19A-GFP yeast: 100

What do the screens show for `CCOc1ccc(CNC(=O)CCCc2cn(C)c3ccccc23)cc1`?
LAP4 TOR yeast: 108; MEP2 TOR yeast: 107; CIT2-GFP yeast: 99; JMJD2C inh: 1; AGP1 TOR yeast: 100; VLA-4 inh: 5; GRK2 inh: 0; RPL19A-GFP yeast: 106

How did CCOc1ccc(-c2c(C(=O)N/N=C(\C)c3ccccc3OC)nnn2-c2nonc2N)cc1 do in these assays?
LAP4 TOR yeast: 89; MEP2 TOR yeast: 101; CIT2-GFP yeast: 98; JMJD2C inh: 28; AGP1 TOR yeast: 94; VLA-4 inh: 14; GRK2 inh: 3; RPL19A-GFP yeast: 100

Sorted by formula weight (smallest number first): part of the list above.
How did C/C(=N\NC(=O)CCC(=O)Nc1ccc(C)c(C)c1)c1cccs1 do in these assays?
LAP4 TOR yeast: 106; MEP2 TOR yeast: 100; CIT2-GFP yeast: 94; JMJD2C inh: -11; AGP1 TOR yeast: 93; VLA-4 inh: 10; GRK2 inh: 0; RPL19A-GFP yeast: 95

Results for CN(Cc1ccccc1)C(=O)c1nc[nH]c1C(=O)N(C)Cc1ccccc1 ?
LAP4 TOR yeast: 110; MEP2 TOR yeast: 98; CIT2-GFP yeast: 107; JMJD2C inh: 7; AGP1 TOR yeast: 107; VLA-4 inh: 17; GRK2 inh: 5; RPL19A-GFP yeast: 101

Results for CCCCc1nc(NCCNC(=O)c2ccccc2)c(C#N)c2c1CSC(C)(C)C2 ?
LAP4 TOR yeast: 89; MEP2 TOR yeast: 91; CIT2-GFP yeast: 84; JMJD2C inh: -10; AGP1 TOR yeast: 95; VLA-4 inh: 3; GRK2 inh: 1; RPL19A-GFP yeast: 95

Next section.
Results for Cc1ccc2c(CN3CCN(Cc4ccccc4)CC3)cc(=O)oc2c1 ?
LAP4 TOR yeast: 88; MEP2 TOR yeast: 98; CIT2-GFP yeast: 91; JMJD2C inh: 1; AGP1 TOR yeast: 85; VLA-4 inh: 6; GRK2 inh: 0; RPL19A-GFP yeast: 99

What do the screens show for `CCCCc1c(C)[nH]c(=S)[nH]c1=O`?
LAP4 TOR yeast: 97; MEP2 TOR yeast: 109; CIT2-GFP yeast: 106; JMJD2C inh: -8; AGP1 TOR yeast: 104; VLA-4 inh: 8; GRK2 inh: 1; RPL19A-GFP yeast: 108

What do the screens show for `CC(Sc1nnnn1C1CC1)C(=O)N1c2ccccc2NC(=O)C1(C)C` (stereo unspecified)?
LAP4 TOR yeast: 106; MEP2 TOR yeast: 98; CIT2-GFP yeast: 88; JMJD2C inh: -5; AGP1 TOR yeast: 102; VLA-4 inh: -6; GRK2 inh: 0; RPL19A-GFP yeast: 95

Results for COc1ccc(C)cc1N(C(=O)c1ccccc1)c1nc2ccccc2s1 ?
LAP4 TOR yeast: 105; MEP2 TOR yeast: 93; CIT2-GFP yeast: 84; JMJD2C inh: -19; AGP1 TOR yeast: 113; VLA-4 inh: 7; GRK2 inh: 1; RPL19A-GFP yeast: 96

Results for CN(/N=C/c1ccc(N(C)C)cc1)C1=NS(=O)(=O)c2ccccc21 ?
LAP4 TOR yeast: 96; MEP2 TOR yeast: 93; CIT2-GFP yeast: 95; JMJD2C inh: 8; AGP1 TOR yeast: 101; VLA-4 inh: 44; GRK2 inh: 0; RPL19A-GFP yeast: 99

Results for CNC(=O)COc1ccc(C=O)cc1OC ?
LAP4 TOR yeast: 97; MEP2 TOR yeast: 103; CIT2-GFP yeast: 103; JMJD2C inh: 24; AGP1 TOR yeast: 100; VLA-4 inh: 2; GRK2 inh: 0; RPL19A-GFP yeast: 109

Results for CC(=O)N1CCN(CCN2C(C)=CC(=C(C#N)C#N)C=C2C)CC1 ?
LAP4 TOR yeast: 96; MEP2 TOR yeast: 101; CIT2-GFP yeast: 105; JMJD2C inh: inactive; AGP1 TOR yeast: 97; VLA-4 inh: 0; GRK2 inh: 0; RPL19A-GFP yeast: 100

Results for COc1cc2c(cc1NS(=O)(=O)N1CCCCC1)oc1ccccc12 ?
LAP4 TOR yeast: 98; MEP2 TOR yeast: 94; CIT2-GFP yeast: 95; JMJD2C inh: -2; AGP1 TOR yeast: 90; VLA-4 inh: -4; GRK2 inh: 1; RPL19A-GFP yeast: 92

What do the screens show for `CC(C)COc1cc(=O)[nH]c(SCC(C)C)n1`?
LAP4 TOR yeast: 100; MEP2 TOR yeast: 102; CIT2-GFP yeast: 112; JMJD2C inh: 4; AGP1 TOR yeast: 97; VLA-4 inh: -42; GRK2 inh: 0; RPL19A-GFP yeast: 101

How did NC(=O)N1c2ccccc2C=Cc2ccccc21 do in these assays?
LAP4 TOR yeast: 96&103; MEP2 TOR yeast: 97&96; CIT2-GFP yeast: 89&88; JMJD2C inh: 0&2; AGP1 TOR yeast: 95&100; VLA-4 inh: 18&9; GRK2 inh: 2&2; RPL19A-GFP yeast: 103&99

What do the screens show for `Cc1cccc(C(=O)Nc2cc(=O)n(C)c(=O)n2C)c1`?
LAP4 TOR yeast: 98; MEP2 TOR yeast: 90; CIT2-GFP yeast: 96; JMJD2C inh: 6; AGP1 TOR yeast: 107; VLA-4 inh: 26; GRK2 inh: 0; RPL19A-GFP yeast: 104

How did N#Cc1cc2c(nc1SCC(=O)Nc1sc3c(c1C#N)CCC3)CCCCCC2 do in these assays?
LAP4 TOR yeast: 96; MEP2 TOR yeast: 100; CIT2-GFP yeast: 91; JMJD2C inh: -2; AGP1 TOR yeast: 103; VLA-4 inh: 11; GRK2 inh: 0; RPL19A-GFP yeast: 95

3 neighbouring compounds from above:
How did NC(=O)N1c2ccccc2C=Cc2ccccc21 do in these assays?
LAP4 TOR yeast: 96&103; MEP2 TOR yeast: 97&96; CIT2-GFP yeast: 89&88; JMJD2C inh: 0&2; AGP1 TOR yeast: 95&100; VLA-4 inh: 18&9; GRK2 inh: 2&2; RPL19A-GFP yeast: 103&99

What do the screens show for `Cc1cccc(C(=O)Nc2cc(=O)n(C)c(=O)n2C)c1`?
LAP4 TOR yeast: 98; MEP2 TOR yeast: 90; CIT2-GFP yeast: 96; JMJD2C inh: 6; AGP1 TOR yeast: 107; VLA-4 inh: 26; GRK2 inh: 0; RPL19A-GFP yeast: 104

How did N#Cc1cc2c(nc1SCC(=O)Nc1sc3c(c1C#N)CCC3)CCCCCC2 do in these assays?
LAP4 TOR yeast: 96; MEP2 TOR yeast: 100; CIT2-GFP yeast: 91; JMJD2C inh: -2; AGP1 TOR yeast: 103; VLA-4 inh: 11; GRK2 inh: 0; RPL19A-GFP yeast: 95

Later entries:
What do the screens show for `O=C1CCC(C(=O)N(CCO)Cc2ccccc2)CN1CCCN1CCOCC1` (stereo unspecified)?
LAP4 TOR yeast: 93; MEP2 TOR yeast: 88; CIT2-GFP yeast: 95; JMJD2C inh: 5; AGP1 TOR yeast: 99; VLA-4 inh: 14; GRK2 inh: 3; RPL19A-GFP yeast: 98

Results for COc1cccc(N/C=C/c2onc(C)c2[N+](=O)[O-])c1 ?
LAP4 TOR yeast: 94; MEP2 TOR yeast: 102; CIT2-GFP yeast: 102; JMJD2C inh: 47; AGP1 TOR yeast: 100; VLA-4 inh: -20; GRK2 inh: 0; RPL19A-GFP yeast: 103

Results for C1CCC(c2nn3c(-c4n[nH]c5c4CCC5)nnc3s2)CC1 ?
LAP4 TOR yeast: 93; MEP2 TOR yeast: 99; CIT2-GFP yeast: 100; JMJD2C inh: -2; AGP1 TOR yeast: 95; VLA-4 inh: 5; GRK2 inh: 5; RPL19A-GFP yeast: 103

What do the screens show for `O=[N+]([O-])c1cc2oc3c(c2c(C=NCc2ccccc2)c1O)CCCC3`?
LAP4 TOR yeast: 134[may fluoresce violet]; MEP2 TOR yeast: 258*[may fluoresce violet]; CIT2-GFP yeast: inconclusive; JMJD2C inh: -11; AGP1 TOR yeast: inconclusive; VLA-4 inh: 3; GRK2 inh: 7; RPL19A-GFP yeast: 57[may fluoresce violet]

Screening data from PubChem.
